Screening data (PubChem BioAssay)
PI4K2A inh = blocks human PI4K2A kinase activity; Q9BTU6; purified PI4K2A, ADP-Glo luminescence, 1 h; hits give low values; activity change, negative = inhibition, % at 76.9 µM; hit rate 0.13% among 420,000; AID 1346378; in the data active = activity change below about -50%; inconclusive = mostly about -30% to -49%;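 note: -100% = wells without enzyme as full effect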
Target sequence (Q9BTU6 whole entry, looked up): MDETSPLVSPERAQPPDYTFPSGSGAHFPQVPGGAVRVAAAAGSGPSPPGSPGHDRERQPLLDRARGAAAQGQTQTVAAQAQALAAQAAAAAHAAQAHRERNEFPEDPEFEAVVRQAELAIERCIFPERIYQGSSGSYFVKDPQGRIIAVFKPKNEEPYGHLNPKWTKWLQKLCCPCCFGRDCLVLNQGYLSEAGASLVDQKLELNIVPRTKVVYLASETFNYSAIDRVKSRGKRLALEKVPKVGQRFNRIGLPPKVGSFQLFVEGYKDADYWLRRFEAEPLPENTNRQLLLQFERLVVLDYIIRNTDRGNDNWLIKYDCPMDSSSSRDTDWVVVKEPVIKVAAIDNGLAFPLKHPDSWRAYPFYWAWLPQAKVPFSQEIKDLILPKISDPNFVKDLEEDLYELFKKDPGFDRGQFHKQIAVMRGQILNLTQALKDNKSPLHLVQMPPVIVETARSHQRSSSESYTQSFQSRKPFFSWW
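PI4K2A activity was measured by ADP-Glo luminescence: enzyme (4 ug/mL stock) and phosphatidylinositol (1.2 mM stock) in Tris pH 7.5/MgCl2/EGTA/Triton X-100 buffer were reacted with ATP (300 microM stock) for one hour at ambient temperature.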
USP1-UAF1 inh = blocks the human USP1/UAF1 deubiquitinase complex | O94782 | recombinant USP1/UAF1, Ub-Rhodamine cleavage fluorescence | Potency, µM (series often up to 57.1 µM), for the others: at the highest dose activity change, negative = inhibition, usual class: inhibitors | hit rate 0.23% among 390,000 | AID 743255; note: potency is the fitted concentration of half-maximal effect; % is set by controls: 0 for no effect and ±100 for the full control effect; nearly all actives have a fitted effect of over 60% in size; inactives centre near -12
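USP1/UAF1 complex (1 nM) preincubated 15 min at room temperature with compound, then Ub-Rho substrate (150 nM final) added. Kinetic fluorescence at 480/540 nm over 6 reads at 60 s intervals; 50 mM HEPES pH 7.8, 0.5 mM EDTA, 0.1 mg/ml BSA, 1 mM TCEP, 0.01% Tween-20.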
PGK inhibitor = inhibitors of T. brucei phosphoglycerate kinase; hit rate 0.043% among 380,000; PGK/GAPDH coupled, Kinase-Glo luminescence, 60 min; P07378; Potency, µM (titrated, usually from 57.5 µM), for the others: top-dose activity change, negative = inhibition, most hits filed as inhibitors; AID 602233; note: potency is the fitted concentration of half-maximal effect; % is set by controls: 0 for no effect and ±100 for the full control effect; nearly all actives have a fitted effect of over 60% in size
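Luminescent ATP detection (Kinase-Glo Plus) follows a 60-minute room-temperature incubation, with wells lacking PGK as controls. Buffer: 100 mM TEA (pH 7.6), 5 mM MgCl2, 0.01% Tween-20. Coupling enzyme GAPDH (100 nM final) supplies unstable 1,3-BPG in-well.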
HP1b chromo inh = inhibitors of HP1-beta chromodomain binding to methylated histone tails | hit rate 0.56% among 390,000 | Potency, µM (titrated, usually from 114 µM), inactives show at the top dose activity change, negative = inhibition, most hits filed as inhibitors | AlphaScreen HP1-beta / biotin-H3K9me3 peptide binding | P83916; note: potency is the fitted concentration of half-maximal effect; nearly all actives have a fitted effect of over 70% in size; inactives centre near 23
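HP1-beta protein (50 nM final) preincubated 30 min at room temperature with biotinylated H3(1-18)K9me3 peptide (50 nM) in PBS pH 7.4, 0.01% Tween-20, then compound added for 30 min. AlphaScreen streptavidin donor/nickel chelate acceptor beads (10 ug/mL final), 30 min dark, luminescence read.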
TrxR1 substrate = rat thioredoxin reductase 1 substrate activity; O89049; purified TrxR1 substrate turnover, NADPH consumption readout; Potency, µM (titrated, usually from 114 µM), for inactives: top-dose activity change, negative = substrate turnover; hit rate 0.01% among 390,000; note: potency is the fitted concentration of half-maximal effect; % is set by controls: 0 for no effect and ±100 for the full control effect; nearly all actives have a fitted effect of over 50% in size
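Rat TrxR1, dispensed at 90 nM, was prereduced with 400 uM NADPH (final) for 5 min at ~22 deg C, then incubated with compound 15 min before 400 uM selenite. A first-read NADPH fluorescence drop versus no-compound background flagged substrates.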
mIDH1 inhibitor = human IDH1 R132H inhibition; hit rate 0.093% among 390,000; Potency, µM (doses to about 76.6 µM), inactives show at the top dose activity change, negative = inhibition, hits mostly inhibitors; AID 602179; IDH1-R132H enzyme, NADPH consumption, diaphorase/resazurin fluorescence; note: potency is the fitted concentration of half-maximal effect; % is set by controls: 0 for no effect and ±100 for the full control effect; nearly all actives have a fitted effect of over 65% in size
Target sequence (O75874 whole entry R132H, stated change not applied): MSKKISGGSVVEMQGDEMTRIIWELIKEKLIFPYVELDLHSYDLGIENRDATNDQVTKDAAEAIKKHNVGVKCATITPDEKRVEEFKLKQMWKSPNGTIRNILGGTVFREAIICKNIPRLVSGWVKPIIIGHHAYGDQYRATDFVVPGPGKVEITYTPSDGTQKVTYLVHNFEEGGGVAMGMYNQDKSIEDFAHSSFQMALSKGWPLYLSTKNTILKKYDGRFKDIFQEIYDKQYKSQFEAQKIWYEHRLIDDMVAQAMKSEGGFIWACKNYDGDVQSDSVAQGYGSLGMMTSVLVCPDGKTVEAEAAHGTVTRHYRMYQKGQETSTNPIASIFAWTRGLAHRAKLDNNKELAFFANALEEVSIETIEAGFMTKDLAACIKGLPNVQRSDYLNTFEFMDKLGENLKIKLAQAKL
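IDH1-R132H (0.5 ug/mL dispensed) in pH 7.5 Tris buffer was preincubated 30 min with compound, then given a substrate mix of 0.016 mM NADPH and 2 mM alpha-KG for 80 min at room temperature; remaining NADPH was read by diaphorase/resazurin fluorescence.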
GLS inhibitor = blocks human kidney-isoform glutaminase activity; O94925; Potency, µM (series often up to 45.5 µM), for the others: top-dose activity change, negative = inhibition, usual class: inhibitors; hit rate 0.21% among 410,000; GLS enzymatic activity, qHTS titration; note: potency is the fitted concentration of half-maximal effect; % is set by controls: 0 for no effect and ±100 for the full control effect
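Enzyme dispensed in phosphate buffer (45 mM, pH 8.2, 0.02% Tween-20), compounds pinned in, then 1 mM L-glutamine solution and the glutamate oxidase–HRP–Amplex Red mix added; fluorescence read immediately and again after 30 min at room temperature.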
Pin1 inh = inhibitors of human Pin1 | Q13526 | Pin1 FP peptide displacement, HiFluor488, 10 min | Potency, µM (titrated, usually from 115 µM), for inactives: top-dose activity, negative = inhibition, usual class: inhibitors | hit rate 0.009% among 390,000 | AID 504891; active = well fitted inhibition curve with a large enough effect in the polarisation, with a control signal flat, not every such curve was filed as active; inconclusive = small, poorly fitted or top-dose-only effect, or effect the other way, or a change in a side signal; inactive = no such curve, though single readings can be large or run the other way; the % refers to the polarisation; note: potency is the fitted concentration of half-maximal effect; % is set by controls: 0 for no effect and ±100 for the full control effect
Target sequence (Q13526 whole entry, looked up): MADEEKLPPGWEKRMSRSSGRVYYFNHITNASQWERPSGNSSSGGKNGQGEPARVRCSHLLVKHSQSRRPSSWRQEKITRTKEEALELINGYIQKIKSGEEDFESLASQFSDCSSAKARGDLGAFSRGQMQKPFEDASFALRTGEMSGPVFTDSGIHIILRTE
rTrxR1 inhibitor = inhibitors of rat thioredoxin reductase 1; hit rate 1% among 390,000; Potency, µM (doses to about 114 µM), for inactives: at the highest dose activity change, negative = inhibition, most hits filed as inhibitors; recombinant rTrxR1, NADPH fluorescence consumption, selenite substrate; note: potency is the fitted concentration of half-maximal effect; % is set by controls: 0 for no effect and ±100 for the full control effect; nearly all actives have a fitted effect of over 65% in size
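Rat TrxR1 (90 nM in the dispensed reagent) was pre-reduced with 400 uM NADPH for 5 min at room temperature, then incubated with compound for 15 min. After 400 uM selenite was added, NADPH fluorescence (Ex 340/Em 450 nm) was followed for 8 min.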
Starred values were filed as active, the others as inactive; i = inactive; ? = inconclusive; . = not tested or not shown; [ ] = another dose, or the depositor's remark. Unless noted, calls come from the whole dose curve; as a rule, active = well fitted curve in the direction sought with a large enough effect; inconclusive = small, poorly fitted or top-dose-only effect, or another doubt; inactive = no such curve, though single readings can be large; an effect the other way counts as inactive or inconclusive. A portion of the library; the hit share may differ from the screen's.

SMILES	PI4K2A inh	USP1-UAF1 inh	PGK inhibitor	HP1b chromo inh	TrxR1 substrate	mIDH1 inhibitor	GLS inhibitor	Pin1 inh	rTrxR1 inhibitor
O=C(NNc1nccc(C(F)(F)F)n1)Nc1cccc(Cl)c1	-3.7	-9.9%	-6.5%	41.1%[activator]	4.2%	-2.4%	21.6%	-5.1%	11.8%
O=C(NNc1ccc(-c2csnn2)cc1)c1ccccc1C(F)(F)F	-3.3	7.8%	-6.1%	24.8%	7.7%[57.1 µM]	4.7%	11.2µM*	1.1%	17.0%
Cc1ccc(O)c(NC(=O)Cc2ccc3ccccc3c2)c1	0.9	-16.3%	-7.1%	4.7%	-4.1%[57.1 µM]	0.0%	?	-3.6%	-72.3%[2.29 µM]
NS(=O)(=O)c1ccc(Nc2nc(-c3ccc4ccccc4c3)cs2)cc1	0.3	-16.5%	-9.6%	-6.8%	9.0%	1.1%	-13.2%	8.1%	2.7%
Nc1c(-c2ccccc2)c(CN2CCOCC2)nn1-c1ccc(F)cc1	0.8	-19.6%	-4.6%	18.8%	3.7%	-3.6%	11.8%	2.0%	11.0%
COc1ccc(/C=C(\C#N)c2nc3ccc(C)cc3[nH]2)cc1Oc1ccc(C(F)(F)F)cc1[N+](=O)[O-]	5.3	-17.8%	-2.2%	17.2%	-14.4%	-2.9%	5.8%	4.6%	-18.5%
O=C(Nc1nc(-c2cccs2)cs1)c1ccco1	-1.1	-2.5%	-7.2%	16.0%	-8.8%	1.7%	-2.5%	10.6%	-29.3%
Cc1cc(NC(=O)c2ccoc2C)no1	-8.3	-4.2%	-15.1%	12.8%	2.8%	1.9%	2.7%	2.9%	11.9%
O=C(NC(=S)NCc1ccccc1)c1ccccc1	0.1	-23.8%	-3.7%	30.4%	5.4%	-2.7%	1.9%	-7.2%	?
COc1ccc(N2CCN(C(=S)Nc3ccccc3)CC2)cc1	2.2	-19.7%	-13.5%	22.1%	-1.7%[57.1 µM]	6.3%	-5.6%	-2.6%	11.9%[57.1 µM]
CN(C)/C=N/c1sc2c(c1C#N)CCCC2	1.1	-16.6%	-14.0%	12.8%	-4.0%	0.0%	0.0%	0.4%	-23.0%
COC(=O)c1c(C)[nH]c(C(=O)/C=C/c2ccc(C)cc2)c1C	5.9	-5.0%	-4.5%	19.1%	5.1%	2.8%	2.1%	6.4%	22.9%
O=C1Nc2ccccc2C1Cc1ccc(OC(F)(F)F)cc1 (centres undefined)	-3.7	-9.1%	.	38.7%[activator]	-10.6%	3.3%	-3.0%	-0.5%	-2.9%
Cc1ccc(OCC(=O)Nc2cccc3nsnc23)c(C)c1	4.5	-14.3%	-6.9%	25.4%	41.9%	2.6%	-0.2%	?	41.3%[activator][57.1 µM]
Cc1nn(C)c(=O)n1-c1ccc(Oc2ccccc2)cc1	-2.3	-18.7%	-4.0%	11.1%	7.0%	0.6%	1.5%	0.7%	12.0%
CC(=O)Nc1ccc2oc(-c3ccccc3Br)nc2c1	2.4	-19.0%	1.2%	22.8%	33.9%	2.8%	-0.1%	3.0%	14.2%
Cc1nc(C)c(-c2csc(N)n2)s1	7.4	-4.8%	-6.4%	45.2%[activator]	12.2%	-6.5%	-5.4%	-1.8%	7.2%[57.1 µM]
NC1=NC(=O)C(Cc2cccc(Cl)c2Cl)S1 (centres undefined)	-1.1	-7.7%	-1.6%	9.7%	14.7%	6.4%	2.8%	-0.6%	29.3%
CCOc1ccc(C(=O)Nc2ccc(N3CCN(C(C)=O)CC3)cc2)cc1[N+](=O)[O-]	2.2	-4.3%	6.9%	-13.6%	-3.1%	-14.6%	11.9%	7.8%	5.7%
O=C1NC2(CCCCC2)C(=O)N1Cc1ccc([N+](=O)[O-])cc1	-4.5	-5.7%	-5.1%	15.4%	-16.6%	-3.9%	-1.0%	0.7%	-24.2%
CCCC(=O)NCCc1ccc(S(N)(=O)=O)cc1	2.4	-3.2%	i	10.7%	-3.6%	4.1%	-1.4%	-6.1%	3.2%
COC(=O)[C@@H]1C[C@@]2(Br)c3ccccc3N(S(=O)(=O)c3ccccc3)[C@H]2N1C(=O)OC	3.2	-17.9%	-1.0%	48.1%[activator]	3.6%	7.1%	-9.3%	2.3%	-1.4%
O=C(Nc1ccc(Br)cc1)C1CCCN(S(=O)(=O)c2cccnc2)C1 (centres undefined)	3.4	-10.5%	-6.0%	44.7%[activator]	-6.4%	-3.1%	-3.9%	2.4%	13.9%
O=C(CSc1ncn(-c2ccccc2)n1)NCc1ccccc1	-2.6	-21.6%	-4.2%	27.8%	1.8%	-0.8%	4.2%	-3.2%	11.9%
COC(=O)c1ccc(OC)c(CN2CCCN(Cc3cc(C)ccc3C)S2(=O)=O)c1	2.0	-16.2%	-9.4%	76.1%[activator]	-4.5%	3.3%	-3.2%	5.4%	26.7%
O=C(c1cccc(S(=O)(=O)N2CCCCC2)c1)N1CCCCC1	3.4	-5.9%	-1.8%	20.9%	-1.0%[57.1 µM]	5.6%	0.3%	-3.8%	-0.2%[57.1 µM]
COC(=O)c1ccc(CSc2nc3c(c(=O)n2-c2ccc(C)cc2)SCC3)o1	-0.5	-19.2%	-5.0%	-2.5%	0.7%[57.1 µM]	11.3%	16.3%	3.1%	18.8%[57.1 µM]
O=c1cc[nH]c2c1ccc1c(=O)cc[nH]c12	-6.0	-15.9%	-9.6%	13.7%	24.5%[57.1 µM]	3.9%	-4.8%	7.2%	-6.0%[57.1 µM]
CCOC(=O)c1sc(S(C)(=O)=O)c2c1CC(C)(C)C/C2=N/O	7.4	-16.3%	-2.9%	43.7%[activator]	-1.5%	-1.7%	11.0%	0.8%	19.4%
Cc1ccc(S(=O)(=O)NC(C)C(=O)OCC(=O)Nc2sccc2C(N)=O)cc1 (centres undefined)	-5.9	-19.3%	-3.8%	.	.	0.6%	0.1%	.	.
COc1cccc2cc(C(=O)N(C)C)c(=O)oc12	5.6	1.3%	-2.9%	16.0%	14.6%[57.1 µM]	0.5%	13.2%	-4.9%	51.6%[activator][57.1 µM]
Cc1cc(OCC(=O)Nc2cc(-c3nn4c(C)nnc4s3)ccc2C)ccc1Cl	5.9	-1.5%	-4.8%	18.1%	-2.9%[57.1 µM]	-2.8%	?	-0.2%	11.6%[57.1 µM]
Cc1ccc(N2CC(C(N)=O)CC2=O)cc1C (centres undefined)	-4.0	-9.8%	-3.6%	16.5%	3.9%[57.1 µM]	0.5%	8.0%	2.6%	11.7%[57.1 µM]
COC(=O)[C@H]1C[C@@]2(O)CN(S(=O)(=O)c3ccc(C)cc3)C[C@@]2(OC(=O)NCC2CCCCC2)C[C@H]1C(=O)OC	2.9	-20.5%	-7.2%	.	.	12.3%	-6.8%	.	.
O=C(Nc1nnc(-c2ccco2)o1)c1ccc(Cl)s1	5.3	-17.6%	-3.7%	56.3%[activator]	-9.1%	4.5%	4.9%	-7.2%	-10.5%
COc1ccccc1CNS(=O)(=O)c1ccc2c(c1)CC(C)N2C(=O)C1CC1 (centres undefined)	-12.0	-22.3%	-7.8%	15.6%[57 µM]	2.4%	0.9%	-0.2%	6.3%	11.9%
CCN(CC)C(=O)CSc1nc(-c2ccccc2)cc(=O)[nH]1	4.0	-16.8%	-9.8%	40.5%[activator]	-16.2%[57.1 µM]	6.7%	-15.2%	-4.6%	24.4%[57.1 µM]
Cc1ccc(Oc2nc3ccccn3c(=O)c2/C=C(\C#N)c2nc3ccccc3s2)c(C)c1	-0.9	-17.6%	-6.1%	55.0%[activator]	10.7%	?	-8.8%	-12.8%	34.4%
COc1ccccc1/C=C/C=N/n1c(-c2ccc(C)cc2)n[nH]c1=S	1.4	-8.7%	4.9%	-19.0%	-9.9%	-2.6%	-20.8%	-3.5%	-9.8%
CCOc1ccccc1NC(=O)COC(=O)C1COc2ccccc2O1 (centres undefined)	-1.8	-15.4%	-2.8%	.	.	-5.5%	1.9%	.	.

Two compounds drawn at random from the list so far:
SMILES	PI4K2A inh	USP1-UAF1 inh	PGK inhibitor	HP1b chromo inh	TrxR1 substrate	mIDH1 inhibitor	GLS inhibitor	Pin1 inh	rTrxR1 inhibitor
Cc1cc(OCC(=O)Nc2cc(-c3nn4c(C)nnc4s3)ccc2C)ccc1Cl	5.9	-1.5%	-4.8%	18.1%	-2.9%[57.1 µM]	-2.8%	?	-0.2%	11.6%[57.1 µM]
O=C(CSc1ncn(-c2ccccc2)n1)NCc1ccccc1	-2.6	-21.6%	-4.2%	27.8%	1.8%	-0.8%	4.2%	-3.2%	11.9%

2 entries from above, reformatted.
Structure | PI4K2A inh | USP1-UAF1 inh | PGK inhibitor | HP1b chromo inh | TrxR1 substrate | mIDH1 inhibitor | GLS inhibitor | Pin1 inh | rTrxR1 inhibitor
COc1ccccc1CNS(=O)(=O)c1ccc2c(c1)CC(C)N2C(=O)C1CC1 (centres undefined) | -12.0 | -22.3% | -7.8% | 15.6%[57 µM] | 2.4% | 0.9% | -0.2% | 6.3% | 11.9%
CCN(CC)C(=O)CSc1nc(-c2ccccc2)cc(=O)[nH]1 | 4.0 | -16.8% | -9.8% | 40.5%[activator] | -16.2%[57.1 µM] | 6.7% | -15.2% | -4.6% | 24.4%[57.1 µM]
